Mtb BioA inh = M. tuberculosis BioA enzyme inhibitors, primary screen, biochemical, plate reader, single point, HTS | inhibition, % at 9.99 µM | purified M. tuberculosis BioA enzyme | actives 0.096% (n = 360,000); in the data active means inhibition above about 40%
An asterisk follows results filed as active.

SMILES | Mtb BioA inh
COc1ccc(S(=O)(=O)N(C)C[C@@H]2OCCCC[C@H](C)Oc3ccc(NC(=O)Nc4ccccc4)cc3C(=O)N([C@H](C)CO)C[C@@H]2C)cc1 | -4.5
COc1cccc(NC(=O)N[C@H]2CC[C@@H](CC(=O)NCc3ccccn3)O[C@@H]2CO)c1 | -3.5
COCC(=O)N(C)C[C@@H]1Oc2cc(C3=CCCCC3)ccc2S(=O)(=O)N([C@@H](C)CO)C[C@H]1C | -1.4
O=C(C[C@@H]1CC[C@@H](NC(=O)Nc2cc(F)ccc2F)[C@@H](CO)O1)NCc1ccncn1 | -1.7
CN(C)C(=O)C[C@@H]1C=C[C@H](NC(=O)c2ccc(F)cc2)[C@@H](CO)O1 | -0.1
CC(C)OC(=O)N(C)C[C@H]1OCc2ccccc2-c2ccccc2C(=O)N([C@H](C)CO)C[C@H]1C | 0.3
C[C@H](CO)N1C[C@H](C)[C@H](CN(C)CC2CCCCC2)Oc2ncc(-c3ccc(F)cc3)cc2C1=O | 0.2
CCCN1[C@@H]2c3ccc(-c4cccnc4)c(=O)n3C[C@@H]2[C@@H](CO)[C@@H]1C(=O)NCCN1CCCC1 | -0.6
COc1ccccc1CNC(=O)C[C@@H]1C[C@@H]2c3cc(NS(=O)(=O)c4ccc(F)cc4)ccc3O[C@@H]2[C@H](CO)O1 | 1.0
O=C(C[C@@H]1CC[C@H]2[C@@H](COC[C@@H](O)CN2C(=O)c2cc(Cl)cc(Cl)c2)O1)N1CCc2ccccc2C1 | 1.1
CNC[C@@H]1Oc2ccc(NC(=O)Cn3cnnn3)cc2CC(=O)N([C@H](C)CO)C[C@H]1C | -1.4
C[C@H]1CN([C@@H](C)CO)C(=O)Cc2cc(NC(=O)c3ccncc3)ccc2O[C@@H]1CN(C)S(=O)(=O)c1ccccc1 | 0.5
O=C(NC1CCC1)[C@@H]1[C@@H](CO)[C@@H]2Cn3c(ccc(C4=CCCC4)c3=O)[C@@H]2N1C(=O)C1CCCC1 | 1.1
CC(=O)N1[C@H](CO)[C@@H](c2ccc(-c3ccccc3)cc2)[C@H]1CNC(=O)C1CC1 | 0.2
CC(C)NC(=O)N(C)C[C@H]1Oc2c(NS(=O)(=O)c3ccc(Cl)cc3)cccc2C(=O)N([C@@H](C)CO)C[C@H]1C | -1.4
COc1ccc(CNC(=O)N(C)C[C@H]2OCc3ccccc3-c3ccccc3C(=O)N([C@@H](C)CO)C[C@H]2C)cc1 | 0.5
O=C(NCc1ccccc1)[C@@]1(CCS(=O)(=O)c2ccccc2)COC(c2ccc(OCCCO)cc2)=N1 | -2.1
Cc1ccccc1S(=O)(=O)N1C[C@H](O)COC[C@H]2O[C@H](CC(=O)N3CCOCC3)CC[C@@H]21 | -2.8
Cn1cnc(S(=O)(=O)N2CCCCN3[C@@H](CO)[C@H](c4ccc(C#CC5CC5)cc4)[C@@H]3C2)c1 | -5.8
COC(=O)C[C@H]1CC[C@@H]2[C@@H](COc3ccc(NS(=O)(=O)c4ccc(C)cc4)cc3C(=O)N2C)O1 | -0.8
COc1ccc(S(=O)(=O)Nc2cccc3c2O[C@H](CN(C)S(=O)(=O)c2ccccc2)[C@@H](C)CN([C@@H](C)CO)C3=O)cc1 | 4.1
C[C@H]1CN([C@@H](C)CO)C(=O)c2cc(NC(=O)Nc3ccccc3)ccc2O[C@@H]1CN(C)S(C)(=O)=O | 1.1
COC(=O)[C@H]1[C@H](CO)[C@H]2Cn3c(ccc(-c4cccnc4)c3=O)[C@@H]1N2S(=O)(=O)c1ccccc1F | 0.9
CCCNC(=O)N(C)C[C@H]1Oc2ncc(C#CC(C)C)cc2C(=O)N([C@H](C)CO)C[C@@H]1C | -0.9
CC=Cc1ccc2n(c1=O)C[C@H]1[C@H](CO)[C@@H](C(=O)NCC3CC3)N(CC3CCOCC3)[C@@H]21 (mixture of isomers) | -0.3
COc1ccccc1S(=O)(=O)N[C@@H]1CC[C@@H](CC(=O)N2CCN(C)CC2)O[C@@H]1CO | 1.6
CN1CCCCN2[C@H](CO)[C@@H](c3ccc(C#CC4(O)CCCC4)cc3)[C@H]2C1 | -2.6
CCC(=O)Nc1ccc2c(c1)C(=O)N(C)[C@@H]1CC[C@@H](CC(=O)NCCc3ccncc3)O[C@H]1CO2 | -0.4
CC(=O)N(C)C[C@H]1Oc2ncc(-c3ccc(C(=O)N(C)C)cc3)cc2C(=O)N([C@H](C)CO)C[C@H]1C | -1.0
C[C@H](CO)N1C[C@H](C)[C@@H](CN(C)Cc2ccncc2)Oc2ccc(NC(=O)Nc3cccc4ccccc34)cc2C1=O | 0.0

Nothing new here: three of the compounds above.
SMILES | Mtb BioA inh
CCC(=O)Nc1ccc2c(c1)C(=O)N(C)[C@@H]1CC[C@@H](CC(=O)NCCc3ccncc3)O[C@H]1CO2 | -0.4
CC(=O)N(C)C[C@H]1Oc2ncc(-c3ccc(C(=O)N(C)C)cc3)cc2C(=O)N([C@H](C)CO)C[C@H]1C | -1.0
C[C@H](CO)N1C[C@H](C)[C@@H](CN(C)Cc2ccncc2)Oc2ccc(NC(=O)Nc3cccc4ccccc34)cc2C1=O | 0.0

The list continues.
SMILES | Mtb BioA inh
COc1ccccc1-c1ccc([C@H]2[C@H](CO)N3CCCCN(C(=O)CN4CCOCC4)C[C@@H]23)cc1 | 3.8
COCC(=O)N(C)C[C@@H]1Oc2cc(-c3ccc(OC)cc3)ccc2S(=O)(=O)N([C@@H](C)CO)C[C@H]1C | 2.3
Cc1ccccc1-c1cnc2c(c1)C(=O)N([C@@H](C)CO)C[C@@H](C)[C@@H](CN(C)Cc1ccccc1F)O2 | 1.6
C[C@@H]1CN([C@H](C)CO)C(=O)CCCn2cc(nn2)CO[C@@H]1CN(C)Cc1ccccc1C(=O)O | -4.1
Cc1ccc(-c2cnc3c(c2)C(=O)N([C@H](C)CO)C[C@H](C)[C@H](CN(C)CC2CCCC2)O3)cc1 | -1.3
CNC(=O)C[C@@H]1CC[C@@H]2[C@H](COC[C@@H](O)CN2C(=O)Nc2ccc(Cl)c(Cl)c2)O1 | 34.0
C[C@H](CO)N1C[C@H](C)[C@H](CN(C)C(=O)NC2CCCCC2)OCCCC[C@H](C)Oc2ccc(NS(=O)(=O)c3ccc(F)cc3)cc2C1=O | 0.3
C[C@H](CO)N1C[C@H](C)[C@H](CN(C)C(=O)Nc2cccc3ccccc23)Oc2ccc(NC(=O)CCN3CCOCC3)cc2CC1=O | -4.3
COCC(=O)Nc1ccc2c(c1)C(=O)N(C)C[C@@H](OC)[C@H](C)CN(Cc1cc(F)ccc1F)[C@H](C)CO2 | -1.8
Cc1noc(C)c1NC(=O)N(C)C[C@H]1Oc2c(NC(=O)Nc3ccc4c(c3)OCO4)cccc2C(=O)N([C@H](C)CO)C[C@H]1C | -0.8
CNC[C@H]1Oc2c(NC(=O)c3cnccn3)cccc2C(=O)N([C@@H](C)CO)C[C@@H]1C | -0.3
CC(=O)N(C)C[C@@H]1Oc2cc(C#CC3(O)CCCC3)ccc2S(=O)(=O)N([C@H](C)CO)C[C@@H]1C | -0.8
O=S(=O)(NCC[C@@H]1CC[C@H](NS(=O)(=O)c2ccccc2Cl)[C@H](CO)O1)c1ccc(F)cc1 | -2.0
Cc1ccc(S(=O)(=O)Nc2ccc3c(c2)C(=O)N([C@@H](C)CO)C[C@@H](C)[C@H](CN(C)C)OCCCC[C@H](C)O3)cc1 | 19.2
O=C(C1CCOCC1)N1CC[C@@H]2[C@H](CO)Nc3ccc(Br)cc3[C@@H]21 | 71.5*
COCC(=O)N(C)C[C@@H]1Oc2cc(-c3ccncc3)ccc2S(=O)(=O)N([C@H](C)CO)C[C@@H]1C | 1.1
C[C@@H]1CN([C@@H](C)CO)S(=O)(=O)c2ccc(-c3cncnc3)cc2O[C@H]1CN(C)C(=O)CN(C)C | -1.4
O=C(C[C@H]1C=C[C@H](NC(=O)Nc2ccccc2F)[C@@H](CO)O1)NCc1ccc(Cl)cc1 | -4.5
COc1ccc(CN(C)C[C@H]2OCCCC[C@@H](C)Oc3ccc(NS(=O)(=O)c4cccs4)cc3C(=O)N([C@H](C)CO)C[C@H]2C)cc1 | 0.9
O=C(C[C@H]1C[C@H]2c3cc(NC(=O)Nc4ccc(F)cc4)ccc3O[C@H]2[C@H](CO)O1)NC1CCCCC1 | -2.0
O=C(C[C@H]1CC[C@@H]2[C@H](COC[C@H](O)CN2C(=O)c2ccccc2F)O1)N1CCOCC1 | 0.1
COc1ccccc1-c1cn(CC[C@@H]2CC[C@H](NC(=O)c3cnccn3)[C@H](CO)O2)nn1 | -1.8
C[C@@H]1CN([C@@H](C)CO)C(=O)c2cc(NC(=O)Nc3ccc(F)cc3)ccc2O[C@@H](C)CCCCO[C@H]1CN(C)C(=O)Cc1ccccc1 | 1.3
CN(C)CC(=O)Nc1ccc2c(c1)[C@@H]1C[C@H](CC(=O)NCCc3ccccc3)O[C@H](CO)[C@@H]1O2 | 0.6
C[C@@H]1CN([C@@H](C)CO)C(=O)c2cccc(NC(=O)Nc3ccc(C(F)(F)F)cc3)c2O[C@@H]1CN(C)S(=O)(=O)c1cn(C)cn1 | 2.4
O=C(C[C@@H]1C=C[C@@H](NC(=O)NC2CCCCC2)[C@@H](CO)O1)NCc1ccc(F)cc1 | -3.3
C[C@@H]1CN([C@@H](C)CO)C(=O)c2cc(NC(=O)Nc3ccccc3)ccc2O[C@@H]1CN(C)S(=O)(=O)c1cccs1 | 1.6
CCCC(=O)Nc1ccc2c(c1)C(=O)N(C)[C@@H]1CC[C@@H](CC(=O)NCC3CC3)O[C@@H]1CO2 | -3.1
O=C(C[C@H]1CC[C@@H]2[C@H](COC[C@H](O)CN2Cc2ccccc2)O1)NCCc1ccccc1 | 0.8
CC(C)CC#Cc1ccc2c(c1)O[C@@H](CN(C)Cc1ccccc1F)[C@@H](C)CN([C@@H](C)CO)S2(=O)=O | -0.7
CO[C@@H]1CN(C)C(=O)c2cc(NC(=O)Cc3ccccc3)ccc2OC[C@H](C)N(C(=O)c2ccccc2F)C[C@H]1C | -3.3
N#C[C@@H]1N[C@@H](CO)[C@H]1c1ccc(C#Cc2ccccc2F)cc1 | 0.3
C[C@@H]1CN([C@H](C)CO)C(=O)c2cc(C3=CCCC3)cnc2O[C@@H]1CN(C)Cc1ccccc1 | 6.0
CCCNC(=O)C[C@@H]1CC[C@@H]2[C@@H](COc3ccc(NC(=O)c4ccc(Cl)cc4)cc3C(=O)N2C)O1 | 1.6
C[C@@H]1CN([C@H](C)CO)C(=O)Cc2cc(N(C)C)ccc2O[C@@H]1CN(C)C(=O)Nc1ccc(F)cc1 | -3.8
C[C@H]1CN([C@@H](C)CO)C(=O)Cc2cc(NC(=O)C3CCCCC3)ccc2O[C@H]1CN(C)S(=O)(=O)c1cccs1 | 0.1
Cc1ccc(S(=O)(=O)N(C)C[C@@H]2Oc3ccc(NC(=O)Nc4ccc(F)cc4)cc3C(=O)N([C@H](C)CO)C[C@H]2C)cc1 | -1.7
C[C@@H]1CN([C@H](C)CO)S(=O)(=O)c2ccc(-c3cccnc3)cc2O[C@@H]1CN(C)C | -0.5
CN1C(=O)c2cc(NC(=O)c3cccs3)ccc2OC[C@@H]2O[C@@H](CC(=O)NCCN3CCCCC3)CC[C@H]21 | 9.2
C[C@H](CO)N1C[C@H](C)[C@H](CN(C)C(=O)Nc2ccccc2)Oc2ccc(NC(=O)C3CCCCC3)cc2C1=O | -2.3
C[C@H](CO)N1C[C@H](C)[C@H](CN(C)C(=O)c2ccccc2)Oc2ncc(/C=C/c3ccccc3)cc2C1=O | 3.9
CC(=O)N(C[C@H]1N[C@H](CO)[C@@H]1c1ccc(-c2ccccc2)cc1)C(C)C | 5.8
O=C(c1cccc(F)c1)N1CCCCN2[C@@H](CO)[C@@H](c3ccc(/C=C/c4ccccc4)cc3)[C@@H]2C1 | -1.6
CNC(=O)C[C@H]1CC[C@H]2[C@@H](COc3ccc(NC(=O)c4cccs4)cc3C(=O)N2C)O1 | 0.9
COc1ccc(C#Cc2cnc3c(c2)C(=O)N([C@@H](C)CO)C[C@H](C)[C@@H](CN(C)C(C)=O)O3)cc1 | 0.0
C[C@H]1CN([C@@H](C)CO)S(=O)(=O)c2ccc(C#CCN(C)C)cc2O[C@H]1CN(C)S(C)(=O)=O | -2.7
C[C@H]1CN([C@@H](C)CO)C(=O)c2cccc(NC(=O)C3CC3)c2O[C@H]1CN(C)Cc1ccc2c(c1)OCO2 | -1.2
Cc1noc(C)c1NC(=O)N(C)C[C@@H]1Oc2c(NS(=O)(=O)c3cn(C)cn3)cccc2C(=O)N([C@@H](C)CO)C[C@H]1C | 0.5
C[C@@H]1CN([C@@H](C)CO)S(=O)(=O)c2ccc(C#CC3(O)CCCC3)cc2O[C@H]1CN(C)C(=O)Nc1ccccc1 | 1.2
COCCNC(=O)[C@H]1[C@H](CO)[C@H]2Cn3c(ccc(-c4ccc(OC)cc4)c3=O)[C@@H]1N2C(=O)NC(C)C | -1.9
CN(C)CCCNC(=O)C[C@@H]1CC[C@H](NS(=O)(=O)c2ccccc2)[C@@H](CO)O1 | 3.7
CCCNC(=O)N1C[C@H](O)COC[C@H]2O[C@H](CC(=O)NCCCN3CCOCC3)CC[C@@H]21 | 0.4

Gathered by group: the compounds so far with a thiophene ring, fused or not.
SMILES | Mtb BioA inh
COc1ccc(CN(C)C[C@H]2OCCCC[C@@H](C)Oc3ccc(NS(=O)(=O)c4cccs4)cc3C(=O)N([C@H](C)CO)C[C@H]2C)cc1 | 0.9
C[C@@H]1CN([C@@H](C)CO)C(=O)c2cc(NC(=O)Nc3ccccc3)ccc2O[C@@H]1CN(C)S(=O)(=O)c1cccs1 | 1.6
C[C@H]1CN([C@@H](C)CO)C(=O)Cc2cc(NC(=O)C3CCCCC3)ccc2O[C@H]1CN(C)S(=O)(=O)c1cccs1 | 0.1
CN1C(=O)c2cc(NC(=O)c3cccs3)ccc2OC[C@@H]2O[C@@H](CC(=O)NCCN3CCCCC3)CC[C@H]21 | 9.2
CNC(=O)C[C@H]1CC[C@H]2[C@@H](COc3ccc(NC(=O)c4cccs4)cc3C(=O)N2C)O1 | 0.9

The list is partial; rates above refer to the full screens.
